C8 TRAIL sens = viability loss with TRAIL in NB7+C8 cells, primary screen, TRAIL sensitizer project, cell-based, ATPlite luminescence; inhibition (viability loss, TRAIL sensitization), % at 10 µM; 360,000 tested, 1% active; AID 624354, 2012;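 active = compounds causing at least 50% loss of cell viability in the single-dose screen, relative to plate controls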
KKLEB cytotox = cytotoxicity in KKLEB CF airway cells, primary screen, cytotoxicity control for CF NF-kB inhibitor project, cell-based, uHTS, fluorescence assay plates; KKLEB CF airway cells viability, ATPlite luminescence, overnight; active compounds read low; cells stimulated with P. aeruginosa culture filtrate; activity change (cytotoxicity), % at 5 µM; 360,000 tested, 0.36% active; AID 602141, 2011;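 active = corrected activity change at or below -50% at 5 µM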
NR2E3 ag-1 = inhibitors of NR2E3-RetCOR corepressor binding, primary screen, NR2E3 agonist project, biochemical, TR-FRET, GST-NR2E3, biotin-RetCOR; AID 2300, 2010; 320,000 tested, 0.12% active; 1536-well; inhibition of corepressor binding, % at 4.78 µM; Photoreceptor-specific nuclear receptor (Homo sapiens), Q9Y5X4;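 active = percent inhibition above the cutoff of mean plus 3 SD of all tested compounds, set per screening campaign, cut at about 20% in these data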;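 note: 0% = DMSO wells and 100% = biotin wells as full block of FRET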
Target sequence (Q9Y5X4 whole entry, looked up): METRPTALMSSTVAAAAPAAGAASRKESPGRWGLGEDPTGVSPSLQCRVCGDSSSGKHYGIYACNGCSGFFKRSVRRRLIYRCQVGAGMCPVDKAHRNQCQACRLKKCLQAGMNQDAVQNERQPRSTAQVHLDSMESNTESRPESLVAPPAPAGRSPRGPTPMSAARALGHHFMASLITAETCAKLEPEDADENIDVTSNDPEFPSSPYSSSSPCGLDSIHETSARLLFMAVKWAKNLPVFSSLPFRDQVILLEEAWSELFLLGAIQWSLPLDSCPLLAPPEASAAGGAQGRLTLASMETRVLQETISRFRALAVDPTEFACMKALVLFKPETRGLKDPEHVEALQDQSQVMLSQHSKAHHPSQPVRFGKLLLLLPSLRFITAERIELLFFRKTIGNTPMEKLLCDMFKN
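System: GST-NR2E3 and biotin-RetCOR proteins; probe or stimulus: 7 nM biotin-RetCOR; doses: compound at 4.8 µM, single dose; schedule: Compound–protein incubation for 5 h at 4 °C; detection: time-resolved FRET; read-out: percent inhibition; controls: biotin wells as high control, 0.6% DMSO wells as low control; format: 1536-well plates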
TWEAK-Fn14 inh = inhibitors of TWEAK-Fn14 signaling, primary screen, luciferase reporter cells, uHTS. TWEAK-stimulated Fn14 reporter cells, luciferase luminescence, 8 h. 360,000 tested, 2% active. inhibition, % at 10 µM; in the data active = inhibition above about 50%
CF NFkB inh = inhibitors of PAF-induced NF-kB signaling, primary screen, cell-based, GFP fluorescence, uHTS; KKLEB NF-kB-GFP reporter, GFP fluorescence overnight; inhibition, % at 5 µM; 360,000 tested, 0.86% active; AID 588850, 2011;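 active = at least 50% inhibition at 5 µM, scaled per plate between neutral and stimulator controls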;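 note: PAF is a Pseudomonas aeruginosa culture filtrate used as stimulus; plate controls were PAF-stimulated DMSO wells for no effect and unstimulated DMSO wells for full effect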
TROY signal inh = inhibitors of TROY-driven NF-kB signaling, primary screen, Q293 LMP1-TROYcd cells, NF-kB luciferase, uHTS | inhibition, % at 10 µM | Q293 LMP1-TROYcd NF-kB luciferase reporter, 4 h | 360,000 tested, 0.98% active | AID 1347056, 2019;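 active = compounds whose plate-normalised and pattern-corrected inhibition of the luciferase reporter signal at the single screening dose is 50% or more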
TRPM1 prom inh = inhibitors of MITF-dependent TRPM1 promoter reporter, primary screen, cell-based, SK-MEL-5, single point, luciferase; SK-MEL-5 TRPM1 promoter luciferase, 24 h; 330,000 tested, 0.83% active; inhibition, % at 12.5 µM;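 active = mean inhibition across replicates of 60% or more, whatever share of single replicates reaches that level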; note: values of inactives mirror those of a sister screen read the other way
NR2E3 ag-2 = NR2E3 agonists in two-hybrid cells, primary screen, cell-based, luminescence, CHO-S, Gal4-NCOR/VP16-NR2E3; Photoreceptor-specific nuclear receptor (Homo sapiens), Q9Y5X4; luciferase; inhibition of corepressor binding, % at 3.98 µM; 360,000 tested, 0.35% active; AID 602229, 2012;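 active = inhibition above the mean of all tested compounds plus 3 SD, cut at about 70% in these data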;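 note: 0% = DMSO with NR2E3 transfected cells and 100% = cells lacking NR2E3 construct; higher means lower luciferase signal from less NR2E3 corepressor binding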
HIF-2a inh = HIF-2a reporter inhibitors, primary screen, luminescence, 786-0 RCC cells; inhibition, % at 18.8 µM; 360,000 tested, 0.72% active; 786-0 RCC cells HIF-2a reporter, luciferase luminescence, overnight; AID 624352, 2012;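 active = inhibition of the luminescence signal of 40% or more relative to plate controls, in a single-dose primary screen at 18.75 µM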
Peg3 prom inh = Peg3 promoter-driven luciferase inhibitors, primary screen, cell-based, HeLa, luciferase luminescence. HeLa PEG-Prom luciferase reporter, overnight. inhibition, % at 20 µM. 360,000 tested, 1.7% active. AID 588405, 2011;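 active = inhibition of at least 50% at 20 µM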
Shn3 inh set2 = reduction of Shn3 3'UTR firefly luciferase signal, primary screen, Schnurri-3 inhibitor project, cell-based, Clone20 osteoblasts, set 2 | inhibition, % at 12.5 µM | Clone20 osteoblast Shn3 3'UTR firefly luciferase, 24 h | 360,000 tested, 0.52% active;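 active = mean inhibition of at least 75% with every replicate also reaching 75%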;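 note: 0% = median of neutral control wells and 100% = pilot-screen positive control compound; some compounds past the cut are filed as inactive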
Active calls of the source: *; nt = not tested or not shown. Only part of the results is shown; count on the stated rates, not on these rows.

Values in the order – C8 TRAIL sens	KKLEB cytotox	NR2E3 ag-1	TWEAK-Fn14 inh	CF NFkB inh	TROY signal inh	TRPM1 prom inh	NR2E3 ag-2	HIF-2a inh	Peg3 prom inh	Shn3 inh set2
Fc1ccc(CNCc2cccc(Br)c2)cc1
 : 20.6	-9.6	-2.5	-0.4	7.2	-17.6	-9.5	-10.6	-17.6	-21.4	-22.1
CCOc1ccc(C(=O)C(C)=O)c(OCC)c1
 : -10.5	-5.2	3.1	-5.1	16.6	-6.3	10.2	-38.7	5.3	11.9	7.2
COCc1ccc(CN2CCC(N3CCC(C(=O)N4CCCC4)CC3)CC2)o1
 : 6.6	-10.2	2.2	2.4	0.3	7.1	14.8	-16.0	23.6	4.2	2.1
CCN(CC)C(=O)c1ccc(Cn2cc([N+](=O)[O-])cn2)o1
 : -0.7	-3.0	0.9	-10.2	14.4	4.8	1.5	8.3	-8.8	-31.5	10.3
CCCCn1c(=O)[nH]c(=O)c2c1nc(-c1cc(Br)ccc1OC)n2C
 : -7.0	-5.0	4.5	10.0	-2.4	-7.0	24.8	5.6	8.9	23.8	-3.2
Cc1ccc([N+](=O)[O-])c(C(=O)N/N=C/c2cccs2)c1
 : -1.0	8.4	2.3	-8.8	-5.2	-31.6	-25.5	-15.9	-74.7	-36.5	-9.4
COC(c1ccccc1)c1nnc(CCC(=O)N(C)Cc2cccc(-n3cccn3)c2)o1 (stereo unspecified)
 : 0.8	-10.9	-0.6	-15.9	13.4	-45.0	-65.1	-37.9	-219.5	-209.6	-68.4
Cc1cccc(C)c1N1CCN(S(=O)(=O)c2ccccc2)CC1
 : 1.4	-8.5	3.6	-4.8	16.3	3.4	-2.8	-19.9	20.8	19.1	11.5
CCC(C)OC(=O)C[N+](C)(C)CCOC1CC2CCC1(C)C2(C)C (stereo unspecified)
 : 23.6	-9.7	-0.4	-2.7	-4.8	11.9	16.6	-32.4	10.8	17.4	62.7
COc1ccc(N(CC(=O)Nc2cccc(F)c2)S(=O)(=O)c2c(C)[nH]c(=O)[nH]c2=O)cc1
 : -6.6	-0.2	2.6	-1.0	16.6	-3.2	12.7	-0.8	2.3	10.9	-0.7

Not a retest: three of the compounds above.
Values in the order – C8 TRAIL sens	KKLEB cytotox	NR2E3 ag-1	TWEAK-Fn14 inh	CF NFkB inh	TROY signal inh	TRPM1 prom inh	NR2E3 ag-2	HIF-2a inh	Peg3 prom inh	Shn3 inh set2
Cc1cccc(C)c1N1CCN(S(=O)(=O)c2ccccc2)CC1
 : 1.4	-8.5	3.6	-4.8	16.3	3.4	-2.8	-19.9	20.8	19.1	11.5
CCC(C)OC(=O)C[N+](C)(C)CCOC1CC2CCC1(C)C2(C)C (stereo unspecified)
 : 23.6	-9.7	-0.4	-2.7	-4.8	11.9	16.6	-32.4	10.8	17.4	62.7
COc1ccc(N(CC(=O)Nc2cccc(F)c2)S(=O)(=O)c2c(C)[nH]c(=O)[nH]c2=O)cc1
 : -6.6	-0.2	2.6	-1.0	16.6	-3.2	12.7	-0.8	2.3	10.9	-0.7

Following part:
Values in the order – C8 TRAIL sens	KKLEB cytotox	NR2E3 ag-1	TWEAK-Fn14 inh	CF NFkB inh	TROY signal inh	TRPM1 prom inh	NR2E3 ag-2	HIF-2a inh	Peg3 prom inh	Shn3 inh set2
CCOC(=O)C(=CNc1ccc(NC2=NCC(C)S2)cc1)C(=O)OCC (stereo unspecified)
 : 15.7	12.2	3.1	21.2	-23.6	20.7	26.8	-30.1	-12.1	3.9	-31.0
Cc1cc(C)n2nc(SCC(=O)N3CCC(C)CC3)nc2n1
 : -2.1	7.6	nt	8.6	-12.0	-24.7	4.1	-38.9	3.5	0.7	11.1
COc1ccccc1C(=O)Nc1ccc(S(=O)(=O)N2CCC(C)CC2)cc1
 : 9.5	1.3	-1.4	-1.4	-4.6	9.6	8.8	24.7	10.4	12.9	68.0
COc1ccc(/C(C)=C2\SC(=S)N(CCC(=O)O)C2=O)cc1
 : 1.0	-8.3	0.8	39.8	8.9	19.8	-3.9	-10.9	18.1	-5.2	0.0
CC1CCN(C(=O)Cc2nn(C)c(=O)c3ccccc23)CC1
 : 4.4	-7.2	-1.3	1.8	-9.3	4.7	6.4	-5.3	12.3	-3.3	-3.6
CCNC(=O)C1CCCN(C(=O)c2ccc(F)c(Cl)c2)CC1 (stereo unspecified)
 : 8.0	3.8	nt	1.5	11.2	2.1	nt	-10.6	1.3	-0.7	3.4
COc1ccc(C(=O)CCN2CCC(C)CC2)cc1
 : -1.9	1.6	-0.6	4.8	2.9	-18.7	1.5	-21.5	-2.8	22.6	9.3
C=CC[C@H](CC(=O)N(CCO)Cc1ccccc1)C(=O)NC[C@H](OC(=O)[C@@H](CC=C)Cc1ccc(F)cc1)c1ccccc1
 : 24.0	-5.4	nt	37.3	28.4	43.0	16.8	3.3	-2.5	59.6*	88.6*
Cc1nnc2sc(SCC(=O)Nc3cccc(Cl)c3)nn2c1=O
 : -10.6	-5.7	4.7	3.1	9.5	-26.1	8.3	0.2	-3.8	-2.6	12.6
CCn1c(C)nc([N+](=O)[O-])c1Sc1ccc(F)cc1
 : -0.8	10.1	0.7	19.2	7.0	2.7	16.7	-20.4	-2.3	-1.4	8.6
N#Cc1c(C(F)(F)F)cc(=O)n2c1[nH]c1ccccc12
 : 13.2	-22.2	nt	38.5	37.2	41.6	-2.8	-17.2	-127.5	-14.1	2.3
COC(=O)C1(CCSC)NC(c2ccc(OC)cc2OC)C2C(=O)N(c3cccc(C(C)=O)c3)C(=O)C21 (stereo unspecified)
 : -8.6	17.9	-0.4	3.2	-17.2	16.1	9.3	7.2	17.7	7.7	-16.4
CCOc1ccc(S(=O)(=O)NC(C)C(=O)NCc2cccnc2)cc1 (stereo unspecified)
 : 1.4	-4.2	2.1	16.8	-3.5	2.7	7.4	-26.5	4.5	2.6	-9.5
COC(=O)C(CC(=O)c1ccc(Br)cc1)n1cccn1 (stereo unspecified)
 : 0.9	-4.9	-0.2	4.1	4.5	6.9	-5.5	-8.0	25.9	9.0	10.3
CCOc1ccccc1NC1c2ccccc2C(=O)N1c1cccnc1 (stereo unspecified)
 : 7.4	-4.9	1.5	0.9	-6.1	-2.4	-6.5	1.1	22.3	8.2	1.6
O=c1[nH]c(C2CCN(S(=O)(=O)c3ccccc3F)CC2)nc2c1nnn2Cc1ccc2c(c1)OCCO2
 : -9.0	9.3	-2.1	-14.2	3.0	-18.6	5.3	-5.0	23.0	60.5*	-5.4
CC(NC(=O)c1ccncc1)C(c1cccs1)N1CCOCC1 (stereo unspecified)
 : -5.7	3.7	1.1	5.2	-21.1	-3.6	11.1	5.1	-8.9	0.4	-7.4
Cc1cc(CN(C)C(=O)c2cc(COc3ccc(C)c(C)c3)on2)on1
 : -5.7	4.1	2.0	-30.2	2.9	-27.6	-78.0	-99.3	-285.2	-335.7	-121.9
COc1cccc(C2c3[nH]c4ccccc4c3C[C@H]3C(=O)N(C4CCN(Cc5ccccc5)CC4)CC(=O)N23)c1 (stereo partly specified)
 : 11.0	-5.3	-0.5	25.5	19.3	1.4	19.0	-1.4	26.8	26.1	6.2
Cc1cc(C(=O)Nc2cccc(C(=O)O)c2)oc1C
 : 21.6	-2.9	-3.4	21.8	5.6	-62.8	86.6*	-162.7	81.0*	81.6*	60.8
CCC(c1nnnn1-c1ccc2c(c1)OCCO2)N1CCN(c2ccccn2)CC1 (stereo unspecified)
 : 8.0	nt	nt	-17.8	nt	-4.5	nt	-18.7	8.5	nt	nt
Cc1nnc(SCC(=O)Nc2ccccc2F)n1-c1ccc(F)cc1
 : 8.5	-0.5	-3.9	-14.8	-2.1	-21.2	-13.4	-17.4	6.7	5.4	-17.3
COc1ccc(C(=O)c2cnc(C(C)C)n2C)cc1
 : -2.3	7.9	3.3	-5.3	3.0	-44.6	-17.9	-20.9	-60.5	-27.0	-20.2
CC1(c2ccccc2)CC(c2ccccc2)=Nc2ccccc2N1 (stereo unspecified)
 : -2.0	-5.6	-0.5	-13.4	-0.6	-13.3	-33.5	-106.2	-195.7	-80.6	-85.9
COc1ccc(C(C)C)cc1S(=O)(=O)NCc1ccccn1
 : -2.3	2.6	3.7	-3.9	2.5	-6.3	7.7	-5.7	14.1	-2.8	5.0
CCCCN(CC)Cc1c(O)ccc2c(-c3ccccc3)cc(=O)oc12
 : -6.5	8.9	1.9	-10.5	14.9	12.6	-13.0	15.2	10.5	6.5	36.6
CCOC(=O)N1CCC(NC(=O)CN2C(=O)CSc3nc(C)cc(C)c32)CC1
 : 6.3	14.4	3.3	-11.3	-17.7	-21.6	-0.3	9.0	18.1	-0.2	6.8
CCOc1ccc(/C=N/NC(=S)NC2CC3CCC2C3)cc1 (stereo unspecified)
 : -22.2	4.6	6.3	-10.4	2.7	-3.3	-4.6	-17.2	-22.4	16.0	24.6
Cc1c(NS(=O)(=O)c2ccc(C(=O)NCc3ccc(F)cc3)cc2)c(=O)n(-c2ccccc2)n1C
 : -11.7	-1.2	0.6	3.2	4.9	14.1	-10.6	14.8	3.0	6.6	-9.1
C[C@@H]1CN([C@H](C)CO)C(=O)c2c(c3ccccc3n2C)-c2ccccc2CO[C@H]1CN(C)C(=O)NC1CCCCC1
 : 5.3	6.5	nt	16.2	9.4	15.8	nt	-21.8	6.0	2.9	0.1
